# PLK1 PBD block = blocks phosphopeptide binding to human PLK1 polo-box domain | P53350 | Plk1 PBD binding of FITC phosphopeptide, fluorescence polarization | Potency, µM, for inactives: max response, negative = inhibition, hits mostly inhibitors | hit rate 2.8% among 360,000 | AID 720504; note: potency is the fitted concentration of half-maximal effect; series mostly up to about 57 µM; % is set by controls: 0 for no effect and ±100 for the full control effect; nearly all actives have a fitted effect of over 65% in size
# IL-2 act = activators of IL-2; IL-2 activation reporter assay, cell-based qHTS; stimulated with anti-CD3/CD4/CD28 beads; in transgenic mouse T cells; AID 652025; hit rate 0.065% among 360,000; activation, % (series mostly up to about 46 µM); in the data active = activation above about 50%; inconclusive = mostly about 30% to 49%; note: 0% is about no effect
#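 Quantitative HTS in unstimulated transgenic mouse T cells, with memory T cells as non-tolerant control and PMA/ionomycin as tolerance-bypass control. Compound pretreatment lasted 60 minutes before 18 h bead stimulation; EGFP/DsRed fluorescence read.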
# EPAC1 agonist = EPAC1 (human) agonism; O95398; Potency, µM (titrated, usually from 154 µM), for inactives: at the top dose activation, hits mostly activators; hit rate 0.073% among 360,000; AID 720707; EPAC1 agonist qHTS, biochemical assay; response scale: 100% = response to 6.5 mM cAMP; note: potency is the fitted concentration of half-maximal effect; nearly all actives have a fitted effect of over 60% in size
#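 Multi-concentration qHTS readout: loss of Rap1B-bound BODIPY-GDP fluorescence driven by 100 nM EPAC1 with excess GDP (50 uM), monitored kinetically at room temperature; agonist response expressed relative to 6.5 mM cAMP.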
# GLP1R ag = activates the human GLP-1 receptor; P43220; hit rate 0.007% among 380,000; HEK293 GLP-1R CRE-luciferase, luminescence, 4-6 h; cells express a hypersensitive GLP-1R form; Potency, µM (series often up to 45.6 µM), for inactives: at the highest dose activation, hits mostly activators; note: potency is the fitted concentration of half-maximal effect; % of control where 0% means no effect
# Target sequence (P43220 whole entry, looked up): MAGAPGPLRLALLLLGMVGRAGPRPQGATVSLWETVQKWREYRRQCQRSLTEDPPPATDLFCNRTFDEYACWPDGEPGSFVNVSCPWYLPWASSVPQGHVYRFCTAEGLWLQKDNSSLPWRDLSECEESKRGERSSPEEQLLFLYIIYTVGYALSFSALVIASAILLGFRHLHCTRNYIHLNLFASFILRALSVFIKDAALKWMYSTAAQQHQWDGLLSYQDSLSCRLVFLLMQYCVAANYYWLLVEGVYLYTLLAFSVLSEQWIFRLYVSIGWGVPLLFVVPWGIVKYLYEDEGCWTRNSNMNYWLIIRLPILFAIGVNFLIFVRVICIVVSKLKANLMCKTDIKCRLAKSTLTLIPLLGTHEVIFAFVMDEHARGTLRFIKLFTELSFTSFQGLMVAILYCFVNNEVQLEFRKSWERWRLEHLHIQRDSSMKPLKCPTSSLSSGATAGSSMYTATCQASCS
# PI5P4Ka inh = blocks human PI5P4K alpha kinase activity. P48426. PI5P4Kalpha enzyme, ADP-Glo luminescence, 60 min; active compounds read low. max response, %. hit rate 1.2% among 330,000. AID 652105; active = max response of -50% or lower; inconclusive = between -30% and -50%; inactive = -30% or higher; note: value at the top dose of about 77 µM; % is set by controls: 0 for no effect and ±100 for the full control effect
#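 Enzyme plus substrate dispensed, test compounds pinned in, then ATP (5 microM final) added. After 60 min at RT, ADP-Glo reagent 1 for 45 min and reagent 2 for 30 min preceded luminescence imaging.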
# EPAC1 antagonist = EPAC1 (human) antagonism; AID 720709; EPAC1 GEF assay, Rap1b-BODIPY-GDP exchange fluorescence; O95398; Potency, µM (series often up to 115 µM), without a hit: at the top dose activity change, negative = inhibition, actives largely listed as inhibitors; hit rate 0.14% among 360,000;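 note: potency is the fitted concentration of half-maximal effect; plate controls were vehicle for no effect and positive control for full effect; nearly all actives have a fitted effect of over 50% in size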
# GLP-1R inv ag = acts as inverse agonist at human GLP-1 receptor; Potency, µM (highest dose often 38.3 µM), for the others: top-dose activity change, negative = inhibition, usual class: inhibitors; AID 624417; hit rate 1.6% among 410,000; HEK293 GLP-1R CRE-luciferase, luminescence, 24 h; GLP-1R form is constitutively active; note: potency is the fitted concentration of half-maximal effect; % is set by controls: 0 for no effect and ±100 for the full control effect; nearly all actives have a fitted effect of over 55% in size
#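 HEK293 cells stably co-expressing constitutively active GLP-1R and a cAMP-responsive luciferase reporter were seeded in DMEM with 10% Nu serum, given compounds after 12 h, and incubated 24 h at 37 deg C. Luminescence was then read.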
# HEK293 tox = cytotoxicity counter-screen for GLP-1 receptor inverse agonists; HEK293 cAMP-luciferase reporter cells, luminescence, 24 h; Potency, µM (doses to about 38.3 µM), for inactives: top-dose activity change, negative = inhibition, usual class: inhibitors; hit rate 0.13% among 410,000; AID 624418;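 note: loss of luciferase light is scored as toxicity; potency is the fitted concentration of half-maximal effect; % is set by controls: 0 for no effect and ±100 for the full control effect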
#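 Cells in DMEM/10% Nu serum/1% pen-strep, 1536-well format. Pre-incubated 12 h, dosed with 23 nL compound, incubated a further 24 h. Luciferase detection, 12 min at room temp, luminescence.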
# PTHR1 ag = agonists of human PTHR1 parathyroid hormone receptor; HEK293 GP2 PTHR1 cells, GloSensor cAMP luminescence, 1 h; Potency, µM (top dose mostly 115 µM), inactives show at the top dose activation, hits mostly activators; hit rate 0.075% among 410,000; note: potency is the fitted concentration of half-maximal effect; nearly all actives have a fitted effect of over 55% in size; some results filed as inactive show a strong effect at the top dose; inactives centre near -15; many of its hits are not listed in these tables
# Target sequence (Q03431 whole entry, looked up): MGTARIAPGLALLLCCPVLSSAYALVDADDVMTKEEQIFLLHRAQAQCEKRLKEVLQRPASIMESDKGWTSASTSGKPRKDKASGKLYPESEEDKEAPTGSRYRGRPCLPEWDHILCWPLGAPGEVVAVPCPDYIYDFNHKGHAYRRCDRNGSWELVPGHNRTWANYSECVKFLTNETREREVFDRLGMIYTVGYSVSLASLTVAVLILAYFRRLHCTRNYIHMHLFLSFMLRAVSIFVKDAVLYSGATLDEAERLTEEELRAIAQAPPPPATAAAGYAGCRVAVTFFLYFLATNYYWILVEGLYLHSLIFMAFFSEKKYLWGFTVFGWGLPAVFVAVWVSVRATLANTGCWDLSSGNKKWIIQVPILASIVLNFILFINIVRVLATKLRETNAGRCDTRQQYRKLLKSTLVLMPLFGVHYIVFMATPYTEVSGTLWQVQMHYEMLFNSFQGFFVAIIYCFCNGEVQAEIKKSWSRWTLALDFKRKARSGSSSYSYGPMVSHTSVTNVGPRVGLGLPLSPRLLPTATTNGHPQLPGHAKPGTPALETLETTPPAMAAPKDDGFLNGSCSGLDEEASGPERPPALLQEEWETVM
#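 HEK-293-derived GP2 cells expressing PTHR1 and a GloSensor cAMP reporter, 3,000/well, plated overnight, given luciferin plus IBMX (each 0.5 mM as added) for 1 h at 37 °C, then compound for 1 h at 37 °C. Luminescence was read after 15 min at room temperature.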
# Starred values were filed as active, the others as inactive; i = inactive; ? = inconclusive; nt = not tested or not shown; [ ] = dose if it differs, or a comment. Unless noted, calls come from the whole dose curve; as a rule, active = well fitted curve in the direction sought with a large enough effect; inconclusive = small, poorly fitted or top-dose-only effect, or another doubt; inactive = no such curve, though single readings can be large; an effect the other way counts as inactive or inconclusive.
SMILES,PLK1 PBD block,IL-2 act,EPAC1 agonist,GLP1R ag,PI5P4Ka inh,EPAC1 antagonist,GLP-1R inv ag,HEK293 tox,PTHR1 ag
O=C(N/N=C/c1ccc(Br)o1)c1cccnc1,2.9%,0.8,-1.9%,-7.4%,-1.5,3.6%,20.9%,-9.2%,i
CCC1CCC2(CC1)NC(=O)N(CC(=O)Nc1cccc(S(=O)(=O)N(C)c3ccccc3)c1)C2=O (stereo not given),1.6%,0.9,-11.5%,-0.1%,3.2,-10.3%,?,-16.6%,-32.0%
CC(=O)N1CC2(C)CN(C(C)=O)CC(C)(C1)C2,2.7%,0.5,-0.6%,0.5%,12.5,-1.7%,0.3%,-0.9%,i
O=C(COC(=O)c1c2c(nc3ccccc13)/C(=C\c1cccs1)CCC2)Nc1ccccc1,1.8%,-3.7,7.2%,-3.4%,2.5,18.6%,0.0%,71.8%[activator],-7.4%
CC(C)OCCCNC(=O)CN1C(=O)/C(=C/c2ccccc2)Sc2ccccc21,-5.7%,0.6,-3.9%,2.2%,6.3,-5.4%,?,-22.1%,-2.3%
O=C(Nc1ccc2c(c1)nc1n2CCSC1)c1ccco1,-14.0%,-0.8,-5.4%,-12.3%,?,-2.4%,-2.0%,-2.6%,-6.3%
CC1CC(C)CN(C(=O)CNC(=O)c2sc3ccccc3c2Cl)C1 (stereo not given),-15.8%,-0.2,4.2%,-8.8%,2.0,-5.6%,3.16µM*,5.2%,-65.9%[inhibitor]
Cc1ccc(NC(=O)C(=O)Nc2ccccn2)cc1,1.2%,-1.6,6.2%,-15.3%,-14.2,2.7%,?,1.0%,-26.7%
COC(=O)Nc1ccc(SCC(=O)c2ccc(Cl)cc2)cc1,?,-2.7,5.6%,28.7%,17.2,4.0%,?,1.4%,-3.9%
CCC1CCCCN1CCNC(=O)C1CCN(S(=O)(=O)c2c(C)noc2C)CC1 (stereo not given),-15.8%,-1.6,0.3%,-1.5%,-6.4,-14.9%,-8.7%,14.2%,-5.8%[57.5 µM]
O=C(/C=C/c1cccc(O)c1)c1ccc(N2CCOCC2)cc1,-5.4%,-0.6,8.6%,-3.0%,-4.7,-12.0%,-23.0%,-15.8%,-30.9%[inhibitor]
O=C(CN1CCCCC1)NNc1nc(-c2ccccc2)c2cc(Cl)ccc2n1,-8.7%,-3.8,-2.6%,11.1%,-4.4,-6.1%,23.9%,-1.4%,i
Cc1ccc(S(=O)(=O)N2CCN(C(=O)CCOc3cc(C)ccc3C)CC2)cc1,-11.6%,0.6,16.9%,-3.6%,18.5,-14.3%,?,-2.9%,-37.6%[inhibitor]
Cc1ccc(C(C(=O)NC2CCCCC2)N(CCCN2CCOCC2)C(=O)c2snc(C(N)=O)c2N)cc1 (stereo not given),1.4%,3.7,-10.8%,5.4%,10.1,0.4%,9.5%,-0.8%,i
CCOC(=O)C1CCN(S(=O)(=O)c2ccccc2[N+](=O)[O-])CC1,-7.2%,3.4,3.7%,14.0%,-0.6,10.7%,12.1%,2.3%,i
C=CCN(C(=O)COc1ccccc1)c1nnc(-c2ccncc2)s1,0.6%,-1.0,-8.9%,6.0%,-26.8,3.7%,-12.1%,-6.1%,i
CCOC(=O)N1CCC(NC(=O)c2ccc3c(c2)N(C)C(=O)/C(=C/c2cccc(OC)c2)S3)CC1,-15.9%,-2.0,6.3%,-4.1%,0.3,16.6%,-25.7%,-0.5%,-35.9%[inhibitor]
CCS(=O)(=O)N1Cc2ccccc2CC1C(=O)N1CCN(c2ccccc2)CC1 (stereo not given),-15.3%,-3.1,0.7%,-8.8%,?,-18.7%,-4.8%,3.9%,7.9%[57.5 µM]
Cc1cc(N/N=C(/CCC(=O)O)C(=O)O)nc2ccccc12,-7.8%,-1.9,-1.3%,3.1%,3.7,-0.6%,13.3%,1.1%,i
CCc1ccc(/C=N/Nc2nn[nH]n2)cc1,-7.7%,-1.1,0.0%,4.2%,nt,-24.0%,4.2%,-1.8%,i
Cc1cc(C)cc(C(=O)NCC(=O)OCC(=O)NC2CC2)c1,-4.8%,0.1,7.4%,7.0%,2.8,3.0%,4.2%,-0.6%,-9.5%
CCOC(=O)c1oc2cccc(O)c2c1CN(Cc1ccccc1)C(C)=O,-3.5%,-0.4,4.4%,8.1%,0.3,-2.7%,7.8%,10.0%,i
CC(=O)C1=C(C)NC2=C(C(=O)c3ccccc32)C1c1ccccc1 (stereo not given),-3.3%,-0.9,-12.9%,10.0%,-2.1,-6.4%,-52.0%,-8.6%,-26.3%
CCN(CC)CCNC(=O)C1c2ccccc2C(=O)N(CCOC)C1c1ccc(F)cc1 (stereo not given),-10.5%,-1.5,-2.1%,2.4%,2.2,1.6%,0.0%,8.1%,-20.2%
CC(C)CNC(=S)NC1CC2CCCC(C1)N2Cc1cccs1 (stereo not given),-5.5%,-0.9,6.1%,0.3%,nt,2.5%,0.0%,-21.3%,6.1%

# For reference, two of the compounds above:
SMILES,PLK1 PBD block,IL-2 act,EPAC1 agonist,GLP1R ag,PI5P4Ka inh,EPAC1 antagonist,GLP-1R inv ag,HEK293 tox,PTHR1 ag
O=C(N/N=C/c1ccc(Br)o1)c1cccnc1,2.9%,0.8,-1.9%,-7.4%,-1.5,3.6%,20.9%,-9.2%,i
CCC1CCC2(CC1)NC(=O)N(CC(=O)Nc1cccc(S(=O)(=O)N(C)c3ccccc3)c1)C2=O (stereo not given),1.6%,0.9,-11.5%,-0.1%,3.2,-10.3%,?,-16.6%,-32.0%

# New compounds follow.
SMILES,PLK1 PBD block,IL-2 act,EPAC1 agonist,GLP1R ag,PI5P4Ka inh,EPAC1 antagonist,GLP-1R inv ag,HEK293 tox,PTHR1 ag
CC(C)(C)CC(C)(C)NCC(O)COCCOc1ccc(Br)cc1 (stereo not given),3.5%,-2.2,-7.1%,-4.7%,5.1,6.8%,?,?,-4.3%
Cc1ccc(-n2c(C)cc(/C=N/NC(=O)c3ccncc3)c2C)c(C)c1,1.3%,-0.1,4.6%,-4.7%,nt,3.2%,-3.6%,-10.8%,-1.9%[57.5 µM]
Cc1cc(C)n(-c2nnc(C)n2N)n1,2.6%,0.4,-2.2%,2.0%,-5.2,4.3%,9.0%,16.0%,i
O=C(CN1C(=O)c2ccccc2C1=O)N1CCOCC1,-24.4%,1.1,9.9%,12.7%,2.1,5.3%,1.0%,-8.3%,i
Cc1onc(-c2ccccc2Cl)c1C(=O)Nc1ccc(OCC(=O)N2CCOCC2)cc1,-12.2%,-3.3,2.4%,11.9%,nt,-5.3%,0.4%,5.0%,-9.2%[57.5 µM]
COc1cc2nc(SCC(=O)Nc3ccccc3F)n3nc(-c4ccccc4)nc3c2cc1OC,nt,nt,nt,-0.7%,nt,nt,-16.2%,3.5%,-23.7%
O=C(c1ccccc1SCc1ccc(F)cc1)N1CCOCC1,6.7%,0.3,7.8%,-0.2%,-2.1,0.4%,-7.1%,5.4%,-22.3%
Cc1ccc(S(=O)(=O)N2CCOCC2)cc1C(=O)Nc1ccccc1N1CCCC1,-2.4%,-3.4,6.1%,-3.0%,3.6,9.7%,?,6.9%,-2.2%
O=C(Nc1ccccc1N1CCCCC1)c1cnccn1,-8.5%,1.4,6.4%,?,10.6,-4.7%,?,-3.7%,-6.0%
OCC1OC(n2cnc3c(SCc4ccccc4)nc(NO)nc32)C(O)C1O (stereo not given),-21.6%,-0.2,8.3%,1.8%,2.5,15.3%,1.2%,0.1%,i
CN(Cc1ccccc1)C(=O)c1cccc(NC(=O)Cc2ccc(NC(=O)C3CCN(C(=O)C4CCCC4)CC3)cc2)c1,-10.5%,-0.3,-12.8%,-3.1%,-3.3,-12.1%,-22.0%,-12.9%,-35.5%[inhibitor]
COc1ccc(NC(=O)c2cc3nc(-c4ccccc4)cc(-c4ccccc4)n3n2)c(OC)c1,-1.1%,11.2,-4.2%,4.0%,-2.8,5.1%,3.1%,0.3%,-17.8%
CC(=O)Cc1nsc(NC(=O)c2ccc(-c3cccc(C(F)(F)F)c3)o2)n1,-12.5%,0.9,1.5%,-7.3%,nt,-3.0%,-4.9%,-16.3%,-28.2%[57.5 µM]
CCOC(=O)C1(CC2CCCCO2)CCN(C(=O)Nc2ccccc2)CC1 (stereo not given),-1.9%,2.2,-3.5%,6.5%,-3.0,0.8%,-1.5%,12.0%,i
CN(C)S(=O)(=O)c1cccc(NC(=S)Nc2cc(Cl)cc(Cl)c2)c1,?,-0.6,-5.1%,-1.3%,3.2,-1.3%,-28.3%,-12.8%,-21.2%
CSc1ccc(/C=N/n2c(C)nnc2C)cc1,-8.4%,-0.4,5.9%,10.4%,-0.6,-4.5%,37.7%[activator],9.3%,23.2%
CC(=O)N1CCCc2cc(S(=O)(=O)Nc3ccc4c(c3)OCO4)ccc21,-7.8%,-2.4,4.5%,4.2%,1.4,?,12.9%,-6.7%,-10.1%
O=c1cc(O)c(-c2cccc(Cl)c2)c(Cl)[nH]1,-23.9%,-0.1,1.1%,-8.4%,-6.6,13.2%,12.4%,7.9%,-1.2%
Cc1cc(/C=C(\C#N)C(=O)O)c(C)n1C1CC1,-6.1%,-3.2,-0.1%,-7.2%,-12.7,-2.5%,7.4%,1.1%,-12.7%

# Single entries from above:
# Under PTHR1 ag, O=C(Nc1ccccc1N1CCCCC1)c1cnccn1 has the entry -6.0%
# Under PI5P4Ka inh, COc1ccc(NC(=O)c2cc3nc(-c4ccccc4)cc(-c4ccccc4)n3n2)c(OC)c1 has the entry -2.8
# Under HEK293 tox, CC(=O)Cc1nsc(NC(=O)c2ccc(-c3cccc(C(F)(F)F)c3)o2)n1 has the entry -16.3%
# Under GLP1R ag, Cc1cc(C)n(-c2nnc(C)n2N)n1 has the entry 2.0%
# Under GLP1R ag, CN(C)S(=O)(=O)c1cccc(NC(=S)Nc2cc(Cl)cc(Cl)c2)c1 has the entry -1.3%
# Under HEK293 tox, COc1cc2nc(SCC(=O)Nc3ccccc3F)n3nc(-c4ccccc4)nc3c2cc1OC has the entry 3.5%
# Under GLP1R ag, Cc1ccc(-n2c(C)cc(/C=N/NC(=O)c3ccncc3)c2C)c(C)c1 has the entry -4.7%

# Screening data from PubChem.

# Only part of the results is shown; count on the stated rates, not on these rows.
